NR1D1 modulator: modulators of human Rev-erb alpha DNA binding | Rev-erbα–FITC-DNA binding, fluorescence polarization, 90 min | 370,000 tested, 0.79% active | activity, % at 10 µM;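 active = activity above about 14%, limit read from the data; passing the limit was not always enough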;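 note: 0% = DMSO wells with 35 nM protein and 100% = DMSO wells with 750 nM protein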
PG9 binder: small molecules binding HIV-1 gp120 antibody PG9; TR-FRET gp120-PG9 antibody binding; inhibition, % at 6.7 µM; 360,000 tested, 0.43% active; in the data active = inhibition above about 8.5%
PLCb3 inh: blocks human PLC-beta3 enzyme activity | Q01970 | Purified PLC-beta3, fluorogenic substrate, fluorescence | inhibition, % at 12.2 µM | 370,000 tested, 0.18% active | AID 720704; in the data active = inhibition above about 11%;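 note: 0% = median of compound wells on plate and 100% = full blocker control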
Target sequence (Q01970 whole entry, looked up): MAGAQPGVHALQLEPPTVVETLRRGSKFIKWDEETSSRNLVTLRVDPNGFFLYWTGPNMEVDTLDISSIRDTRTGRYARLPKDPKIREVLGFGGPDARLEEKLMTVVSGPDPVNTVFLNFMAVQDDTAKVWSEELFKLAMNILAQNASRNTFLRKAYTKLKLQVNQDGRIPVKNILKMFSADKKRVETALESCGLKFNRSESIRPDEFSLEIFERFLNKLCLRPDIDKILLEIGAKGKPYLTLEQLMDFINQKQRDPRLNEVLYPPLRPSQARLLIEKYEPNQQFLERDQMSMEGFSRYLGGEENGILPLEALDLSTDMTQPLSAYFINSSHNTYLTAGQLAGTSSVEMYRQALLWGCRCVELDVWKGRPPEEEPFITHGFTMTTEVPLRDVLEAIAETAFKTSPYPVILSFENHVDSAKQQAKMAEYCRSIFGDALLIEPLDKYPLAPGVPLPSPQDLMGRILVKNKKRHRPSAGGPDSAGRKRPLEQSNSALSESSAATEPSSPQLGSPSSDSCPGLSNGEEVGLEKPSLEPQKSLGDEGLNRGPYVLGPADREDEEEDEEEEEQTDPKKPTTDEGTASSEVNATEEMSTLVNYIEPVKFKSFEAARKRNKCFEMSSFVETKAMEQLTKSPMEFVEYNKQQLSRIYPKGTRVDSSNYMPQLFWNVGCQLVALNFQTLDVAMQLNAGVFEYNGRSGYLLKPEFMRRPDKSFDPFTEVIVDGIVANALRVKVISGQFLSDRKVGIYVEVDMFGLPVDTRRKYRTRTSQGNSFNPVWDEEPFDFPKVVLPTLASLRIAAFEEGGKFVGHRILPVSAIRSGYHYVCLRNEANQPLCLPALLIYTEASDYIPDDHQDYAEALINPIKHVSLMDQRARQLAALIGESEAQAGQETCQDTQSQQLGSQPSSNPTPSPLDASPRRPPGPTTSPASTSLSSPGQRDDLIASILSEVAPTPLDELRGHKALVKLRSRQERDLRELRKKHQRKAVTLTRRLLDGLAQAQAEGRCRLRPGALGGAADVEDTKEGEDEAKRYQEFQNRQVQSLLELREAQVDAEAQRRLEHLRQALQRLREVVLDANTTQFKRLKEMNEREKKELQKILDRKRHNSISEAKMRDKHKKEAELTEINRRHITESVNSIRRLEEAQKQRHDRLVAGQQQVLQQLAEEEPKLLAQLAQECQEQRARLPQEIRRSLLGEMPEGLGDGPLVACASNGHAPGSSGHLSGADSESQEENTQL
DAX1 inh-1: blocks DAX1 repression of SF-1 activated StAR promoter; HEK293T StAR-luciferase reporter, SF-1/DAX-1 repression relief; inhibition, % at 6.8 µM; 370,000 tested, 1.1% active; AID 652010;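 active = inhibition above the mean over all tested compounds plus 3 SD, cut at about 3.6% in these data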;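 note: 0% = DAX-1 cells with DMSO and 100% = cells lacking DAX-1 with DMSO; higher inhibition means more luminescence from relief of DAX-1 repression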
DAX1 inh-2: inhibitors of human orphan nuclear receptor DAX1 (NR0B1); P51843; HEK293 Gal4-DAX1 luciferase reporter, luminescence; inhibition, % at 6.75 µM; 340,000 tested, 0.99% active; AID 504766;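 active = inhibition above the mean over all tested compounds plus 3 SD, cut at about 4.2% in these data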;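 note: 0% = DAX1-transfected cells with DMSO and 100% = empty-vector control cells with DMSO; inhibition shows as a rise in luminescence from relieved DAX1 repression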
ssDAF-12 act: activates DAF-12 receptor from parasite S. stercoralis; HEK293 ssDAF-12/GRIP1 lit1-tk-luc reporter, luminescence; % of 3 µM dafachronic acid response; activation, % at 6.8 µM; 370,000 tested, 1% active; AID 652126;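 active = activation above the mean over all tested compounds plus 3 SD, cut at about 0.9% in these data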;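 note: 0% = DMSO-only wells and 100% = 3 µM delta7-dafachronic acid wells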
hcDAF-12 act: activates DAF-12 receptor from parasite H. contortus; HEK293 hcDAF-12 lit1-tk-luc reporter, luminescence; 0% DMSO, 100% Δ7-dafachronic acid; activation, % at 6.8 µM; 370,000 tested, 1.4% active; AID 652067;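 active = activation above the mean of all tested compounds plus 3 SD, cut at about 5.5% in these data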;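 note: 100% = response to 3 µM Δ7-dafachronic acid high control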
sPLA2-III inh: Inhibits HGIII-sPLA2 liposome hydrolysis, primary screen; Q9NZ20; QFRET BODIPY PC-A2 liposome hydrolysis, fluorescence; inhibition, % at 12.2 µM; 370,000 tested, 0.56% active; AID 743126;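 active = inhibition above mean plus 3 SD of compounds lying within the high and low control bounds, cut at about 19% in these data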;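 note: 0% = median of test compound wells and 100% = no enzyme DMSO wells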
GAA850 FXN act: activators of GAA850 frataxin (FXN) promoter; HEK293 lucGAA850 FXN promoter luciferase reporter, 24 h; percent of 10 µM SAHA response; activation, % at 6 µM; 360,000 tested, 0.56% active;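 active = activation above the average of all compounds screened plus 3 SD, cutoff fixed separately per campaign, cut at about 7.5% in these data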;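 note: 0% = DMSO wells and 100% = 10 µM SAHA wells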
hgDAF12 agonist: agonists of H. glycines DAF-12 nuclear receptor. HEK293 GAL4-hgDAF12 UAS-luciferase reporter, agonist luminescence; normalized to butyrate control. activation, % at 6.8 µM. 370,000 tested, 1.8% active;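 active = activation above a cutoff set at the mean of all screened compounds plus 3 SD, cut at about 10% in these data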;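 note: 0% = DMSO wells and 100% = sodium butyrate wells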
SMARCA2 activ: SMARCA2 function activation, primary screen. activation, % at 9.1 µM. AID 652017. MG213 cells, MMTV-luciferase reporter, dexamethasone, overnight. 370,000 tested, 1% active; in the data active = activation above about 7.8%;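 note: 0% = vehicle wells and 100% = reference activator wells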
An asterisk follows results filed as active; . = not tested or not shown. Outcome played no part in choosing rows; about 7% have a hit in one of these screens.

SMILES	NR1D1 modulator	PG9 binder	PLCb3 inh	DAX1 inh-1	DAX1 inh-2	ssDAF-12 act	hcDAF-12 act	sPLA2-III inh	GAA850 FXN act	hgDAF12 agonist	SMARCA2 activ
Cc1c(C(=O)NCc2cccs2)sc(=O)n1Cc1ccc(S(C)(=O)=O)cc1	-3	0.5	4	-1.9	.	-0.5	-1.7	2	-2.9	0.6	1
CCCNC(=O)Cn1cnc2sc(C(=O)N3CCN(c4ccc(F)cc4)CC3)c(C)c2c1=O	-2	-2.1	0	-0.4	0.0	-1.4	-0.6	4	-0.4	1.4	-2
O=C1C2C(C(=O)N1/N=C/c1cc([N+](=O)[O-])c(O)cc1O)C1C=CC2C12CC2 (centres undefined)	-9	4.3	0	0.0	-0.3	-1.0	-1.5	3	0.6	-4.0	0
Cc1ccccc1OCC(=O)OCC(=O)Nc1ccc(S(N)(=O)=O)cc1	-1	-1.4	-4	0.2	0.2	-1.2	-0.6	-2	-0.1	-1.8	1
O=C(c1ccc(N2CCCCS2(=O)=O)cc1)N1CCN(c2ccccc2F)CC1	0	-2.7	-7	-3.4	-0.3	-1.6	-3.8	0	1.4	-1.6	0
Cc1cc(=O)n2[nH]c(C)c(-c3ccc(Cl)cc3)c2n1	-2	1.3	-7	0.0	-1.0	-1.1	-1.7	5	0.5	2.5	0
Cc1cc(C)cc(N(CC(=O)NC2CCCCC2)C(=O)c2csnn2)c1	1	1.5	-8	-0.4	-1.1	-0.3	0.0	8	0.7	1.2	-5
CNC(=S)Nc1cc(C)ccc1OC(F)F	4	1.2	-1	-0.9	2.0	0.4	-0.2	2	0.3	0.5	0
Cc1c(C(=O)N2CCOCC2)c(S(=O)(=O)Nc2ccc(C(C)C)cc2)c(C)n1C	-1	-2.5	-5	0.5	0.3	-0.3	1.9	1	-0.5	1.9	-2
COc1cc(C(O)c2nc(-c3ccc4ccccc4c3)cs2)ccc1F (centres undefined)	5	1.9	-1	0.5	.	-1.6	1.9	-21	1.7	3.6	-3
C/C(=N\NC(=O)CNC(=O)C(c1ccccc1)c1ccccc1)c1ccc(C)cc1	0	-2.0	-4	-0.2	.	-0.6	-0.7	-10	.	0.2	-2
Cc1ccc(-c2nnc(N3CCC(C)CC3)c3ccccc23)cc1C	-6	0.8	-8	0.0	-0.9	-1.7	-2.2	0	2.8	-2.1	-6
CCN(CC)CC(O)CN1C(=O)NC(C)(C)C1=O (centres undefined)	-1	-2.5	1	-0.6	4.3*	-1.2	-1.6	-4	1.8	1.4	2
CCOC(=O)C1CCN(C(=O)Nc2ccc3oc(C)nc3c2)CC1	11	-2.0	0	0.3	-2.1	-1.6	-0.7	2	-0.2	1.1	-1
NC(=O)c1cc(S(=O)(=O)NCc2ccc(F)cc2)cs1	1	-0.5	-7	-0.3	0.6	-0.8	0.8	2	0.0	-1.0	-2
COC(=O)c1ccc(C(=O)OC)c(NC(=O)CN(C)Cc2cccc(Cl)c2Cl)c1	3	-1.0	-5	-0.8	-2.4	-1.6	-2.9	1	3.5	-3.9	0
O=C(O)c1ccc(Nc2nc3ccccc3nc2NS(=O)(=O)c2ccc(F)cc2)cc1	3	0.9	-54	0.7	0.2	-0.7	-0.1	-26	-2.0	-1.1	-2
Cc1ccc(S(=O)(=O)NN2C(=O)/C(=C/c3cccs3)SC2=S)cc1	-1	-1.7	-7	-0.2	0.9	-1.5	-1.6	-4	2.9	-0.6	2
COCCN1CCN(C(=O)C2CCC(=O)N(Cc3ccc(Cl)cc3)C2)CC1 (centres undefined)	-3	-0.4	-3	-0.1	-0.6	-0.4	1.6	2	-0.4	3.6	-4
CC1C(=O)N2CCCc3cc(NC(=O)C(=O)NCc4ccc5c(c4)OCO5)cc1c32 (centres undefined)	-8	-2.0	-9	-1.0	-0.9	-1.3	-1.1	-13	-0.8	-1.4	-1
CSCCC(NC(=O)c1ccccc1Cl)C(=O)NCC(c1ccco1)N1CCCCC1 (centres undefined)	2	0.6	-21	1.0	-0.4	-1.1	-0.3	5	-1.4	-0.1	-1
Cc1nc(Sc2cccn2C)c(C(F)(F)F)c(=O)[nH]1	-4	-0.9	2	0.5	-0.6	-1.3	-0.5	-14	5.8	0.1	-2
COc1cc(C(=O)NN2C(=O)NC3(CCC(C)CC3)C2=O)ccc1OC(F)F (centres undefined)	-1	-1.0	-9	-0.9	-0.3	-0.9	2.3	10	0.7	-1.4	-4
COC(=O)c1cc2c(c3c4cc(OC)ccc4n(S(=O)(=O)c4ccc(F)cc4)c13)C(=O)N(Cc1ccccc1)C2	1	0.1	-84	0.1	.	-0.9	-0.7	3	.	0.8	-4
Cc1cc(=O)oc2cc(OCC(=O)OC(C)C(=O)Nc3ccc(S(N)(=O)=O)cc3)ccc12 (centres undefined)	-1	-1.2	-31	-0.4	2.2	-1.2	0.0	-7	0.5	-1.4	-1
COc1ccc(NC(=O)C2(C)CCCN(C(C)C)C2)cc1OC (centres undefined)	-8	-0.9	-2	-0.3	.	-0.6	-0.8	5	0.3	-0.8	-2
CCc1nnc(NC(=O)C2CCC2)s1	3	-0.8	0	0.6	-0.6	-0.6	-1.2	-1	-0.7	1.2	-5
COc1ccc(S(=O)(=O)N2CCOCC2)cc1C(=O)Nc1cc(C)on1	-3	-2.2	-1	-0.7	1.1	-0.9	-2.0	1	-1.8	-1.2	-1
O=C(NNc1c([N+](=O)[O-])cc(C(F)(F)F)cc1[N+](=O)[O-])c1ccco1	-7	-12	0	-3.8	-1.1	-1.1	-0.3	7	-2.8	-3.5	-1
CSc1nc(N2CCOCC2)c2ccccc2n1	-4	-0.8	-6	-0.2	-0.8	-1.6	0.9	4	0.8	1.0	-2
O=C(CCCSc1nc2ccccc2c(=O)[nH]1)c1ccc(F)cc1	-5	-1.7	-10	-0.3	-0.8	-0.6	-0.1	-14	2.2	1.0	-3
COc1ccccc1OCC(=O)Nc1ccc(S(=O)(=O)Nc2nccs2)cc1	2	2.6	-7	-0.1	-1.6	-0.8	-0.8	-13	0.0	-3.2	-1
Cc1cc(S(=O)(=O)N2CCN(c3ccccc3F)CC2)ccc1-n1cnnn1	1	-1.5	-8	-0.7	2.0	-1.5	-2.7	-9	0.0	-4.9	-4
O=C(O)c1oc2ccccc2c1CSc1ccccn1	-6	0.0	-9	-0.3	1.0	-0.8	1.4	-3	-2.4	-3.0	-1
CCN1CCCC1CNC(=O)C(=O)Nc1ccccc1OC (centres undefined)	-2	0.3	-4	0.4	0.8	-1.1	-0.7	-1	-1.1	2.0	0
O=C(N/N=C/c1ccc2c(c1)OCO2)c1cc(-c2ccncc2)nc2ccccc12	-3	-2.5	-3	-2.0	-1.0	-0.6	0.3	0	-1.5	2.5	-3
O=C(CSc1nnc(-c2ccccc2)n1-c1ccc(Cl)cc1)N/N=C/c1ccco1	-4	-1.4	-1	-0.7	-0.8	-0.7	-2.6	-11	0.9	-0.7	-3
COCCc1nc2ccc(C(=O)NCc3cccc(-n4cccn4)c3)cc2o1	-1	0.4	-5	-0.3	-0.1	-1.1	-1.9	-1	-2.2	-0.5	0
COc1ccc(Oc2nc3ccccc3n3cccc23)cc1	-1	0.0	-2	0.3	-0.8	-1.1	0.1	8	1.9	-1.1	0
CCOc1ccc(NC(=O)CN(C)c2nnnn2-c2ccccc2)cc1OCC	-2	-0.9	2	-0.4	-0.6	-1.2	-1.1	1	-1.9	-2.3	2
Cc1cc(C)cc(NC(=S)NC2CC3CCCC(C2)N3C2CC2)c1 (centres undefined)	5	-1.6	3	0.5	-1.7	-1.5	0.2	12	-0.5	-2.1	3
CCN(Cc1ccccc1)C(=O)COC(=O)CNC(=O)c1ccc(C)s1	-3	-0.9	-1	0.4	1.1	-1.2	-0.9	4	-1.6	5.0	-1
Cc1cc(=O)[nH]c(Sc2c(-c3ccccc3)c3ccccc3[nH]c2=O)n1	7	3.3	-15	-0.6	-0.1	-0.9	-0.3	-7	-1.8	-0.3	-1
COc1ccc(S(=O)(=O)N2CCOCC2)cc1NC(=O)CSc1ncnc2ccccc12	-2	0.7	-35	-0.9	1.1	-1.9	-0.2	-4	2.2	-1.4	-1
CCc1nnc(NC(=O)CSc2nnnn2-c2cccc(C(=O)OC)c2)s1	0	-0.2	8	0.2	0.4	-1.4	-0.8	5	-0.6	1.1	2
CNS(=O)(=O)c1ccc(CNC[C@H]2O[C@@H](n3cnc(C(N)=O)n3)[C@H](O)[C@@H]2O)cc1	6	-0.2	3	0.9	0.1	-1.1	0.8	12	-0.8	-2.0	-4
COc1ccc(CNC(=O)COC(=O)C2CCN(S(=O)(=O)c3ccccc3C(F)(F)F)CC2)cc1	1	-0.7	1	0.0	0.5	-0.9	-1.2	-22	-1.0	-3.2	-4
COC(=O)[C@H]1[C@@H](C)N(Cc2ccccc2)C(=O)N[C@H]1c1cccc(C(F)(F)F)c1	4	0.9	-2	-0.9	0.6	-1.6	-0.1	7	0.2	0.2	-2
C=CCn1c(SCC(=O)NC2CCCC2)nc2c([nH]c3ccccc32)c1=O	-3	0.1	-1	-0.2	0.7	0.7	2.6	-1	0.1	2.1	0
CC1CCCCC12NC(=O)N(CC(=O)N1CCN(S(=O)(=O)c3ccc4c(c3)CCC4)CC1)C2=O (centres undefined)	-9	0.6	-8	1.9	1.5	-1.3	1.1	7	0.2	1.0	-4
New compounds follow.
SMILES	NR1D1 modulator	PG9 binder	PLCb3 inh	DAX1 inh-1	DAX1 inh-2	ssDAF-12 act	hcDAF-12 act	sPLA2-III inh	GAA850 FXN act	hgDAF12 agonist	SMARCA2 activ
CC(CCc1ccccc1)NC(=O)CC(C)c1ccccc1 (centres undefined)	1	-2.0	1	-0.2	-0.1	-0.8	0.8	0	0.7	1.6	1
COc1ccccc1/C=N/n1nnnc1N	-5	-1.0	-3	0.2	1.2	-1.3	-1.2	14	0.3	-0.3	-1
O=C(CCc1nc(-c2ccc(Cl)cc2)no1)NC1CCCC1	7	-2.3	-1	-2.0	-0.1	-1.7	-2.1	-2	-0.4	-2.1	1
Cc1cc(/C=C2/C(=N)N3C(=NC2=O)SN=C3S(C)(=O)=O)c(C)n1-c1ccc(F)cc1	-2	-1.8	-49	0.4	-0.2	-1.2	-1.2	-20	4.1	0.7	4
CCN(CC)S(=O)(=O)c1ccc(N2CCOCC2)c(NC(=O)COc2ccc(Cl)cc2)c1	-4	-0.7	-9	0.4	-0.8	-1.2	0.6	5	0.9	0.5	-1
O=C(Nc1cccc(Cl)c1)N1CCc2ccccc2C1	-3	0.2	-3	1.1	1.8	-0.1	1.0	1	5.6	10	1
CC(C)c1cc(C(N)=O)c(NC(=O)c2cccc(COc3ccc(Cl)cc3)c2)s1	1	0.9	-326	1.2	-4.8	0.2	3.6	-10	6.9	13*	1
O=C(c1ccc([N+](=O)[O-])cc1)N(C1=NCCCCS1)c1ccccc1	3	-1.4	-1	-0.4	-0.3	-0.8	-1.3	-1	-1.9	-0.4	1

Assay outcomes deposited in PubChem by several laboratories.
